Insulin prom up = MIN6 insulin promoter up-regulation; MIN6 insulin promoter-GFP reporter, high-content imaging; hits give high values; z-score at 5 µM; 190,000 compounds, 0.3% hits; AID 1625;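 active = z-score above 3 at 5 µM with at least 500 cells counted in the well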
West Nile virus CPE = inhibition of WNV-induced cytopathic effect – cell-based, CPE readout (AID 1621). 290,000 compounds, 0.02% hits. CPE inhibition, % at 10 µM; hits with a dose series show IC50 in µM. West Nile virus-infected cells, CPE inhibition; higher % means a stronger effect; in the data active = a potency from the dose series; also: strong numbers were not always called active
SV40 large T antigen = SV40 large T antigen inhibitors, biochemical (AID 1903); one-dose inhibition, % at 20 µM; IC50 in µM for titrated hits; SV40 large T antigen ATPase/helicase inhibition assay; higher % means a stronger effect; 310,000 compounds, 0.39% hits; in the data active = a potency from the dose series; also: strong numbers were not always called active
CSM14.1 death rescue = protection against thapsigargin-triggered cell killing – 384-well, CSM14.1, ATP luminescence, primary screen (AID 1222); CSM14.1 thapsigargin-induced death rescue, ATP luminescence; higher % means a stronger effect; 190,000 tested, under 10 active; cellular ATP content (survival), % at 20 µM, or EC50 in µM where a hit was titrated;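 active = EC50 below 50 µM in the dose-response confirmation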;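 also: death triggered by thapsigargin at about 15 µM added after 2 h compound pretreatment; cell ATP read after overnight thapsigargin exposure of roughly 18 to 22 hours; normalized against plate controls of thapsigargin alone and 5% DMSO vehicle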
PMI inhibition = MPI inhibition at elevated mannose 6-phosphate – biochemical, fluorescence intensity, high mannose 6-phosphate, primary screen (AID 1220). 190,000 compounds, 0.66% hits. one-dose inhibition, % at 20 µM; IC50 in µM for titrated hits. recombinant PMI enzyme, coupled fluorescence intensity; higher % means a stronger effect
TNAP activators = stimulation of alkaline phosphatase TNAP activity – biochemical, luminescent, no phosphate acceptor, uHTS, primary screen (AID 1001); purified TNAP, luminescent activation assay, no phosphate acceptor; higher activation fold means a stronger effect; one-dose activation fold at 20 µM; EC50 in µM for titrated hits; 200,000 compounds, 0.03% hits; in the data active = activation fold from about 3, or a potency from the dose series; inactive = the rest, 99 in 100 with activation fold below about 1.6; also: many of its hits are not listed in these tables
human PMI inhibition = MPI enzyme activity inhibition – biochemical, fluorescence intensity, coupled assay, primary screen (AID 1209); 190,000 compounds, 0.42% hits; inhibition, % at 20 µM; hits with a dose series show IC50 in µM; purified PMI enzyme, coupled fluorescence intensity; higher % means a stronger effect;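 also: plate controls were DMSO vehicle for no effect and wells lacking substrate for full effect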
Salmonella PhoP GFP = PhoP-dependent GFP reporter repression – Salmonella Typhimurium, primary screen (AID 1863); S. Typhimurium PhoP-regulated promoter GFP reporter, 4 h; higher % means a stronger effect; inhibition, % at 50 µM; hits with a dose series show IC50 in µM; 300,000 compounds, 0.16% hits;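 active = inhibition over 29.93%, a cutoff 3 SD above the screen mean, later confirmed by dose response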;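 also: 0% = low Mg2+ inducing control and 100% = high Mg2+ repressing control; strong numbers were not always called active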
RSV CPE inhibition = inhibition of RSV-induced cytopathic effect – HEp-2 cells, primary 10 µM value included (AID 2391) | HEp-2 cells, RSV-induced CPE inhibition; higher % means a stronger effect | one-dose CPE inhibition, % at 10 µM; IC50 in µM for titrated hits | 310,000 compounds, 0.13% hits; in the data active = a potency from the dose series; also: strong numbers were not always called active
Insulin prom up cell count = recorded beside Insulin prom up, whose call it bears; cell count; measured here: cytotoxicity, nuclei count;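 total cells summed across four imaged fields per well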
The depositor's hits bear a star; . = not tested or not shown; & = joins results of further samples. Rule as the data show it, unless noted: active = inhibition above about 50%; inactive = the rest.

Results follow in this order: Insulin prom up, Insulin prom up cell count, West Nile virus CPE, SV40 large T antigen, CSM14.1 death rescue, PMI inhibition, TNAP activators, human PMI inhibition, Salmonella PhoP GFP, RSV CPE inhibition
C=CCNC(=O)Nc1ccc2oc(C)nc2c1
  0.17, 1144, 0.3%, 2%, -6.2%, -4%, 1, 0%, 3%, -1.5%
COC(C)(C)[C@H](O)COc1c2ccoc2cc2oc(=O)ccc12
  0.46, 1202, 0.3%, 6%, -5.4%, 4%, 1.1, 8%, 8%, -0.6%
CCOC(=O)n1c(=O)oc2cc(S(=O)(=O)N3CCCCC3)ccc21
  0.05, 1125, 0.3%, 1%, 0.5%, -12%, 1.1, -8%, -15%, 2.3%
COc1ccccc1C(=O)NNC(=O)C(=O)NC(C)C
  ., ., 1.2%, 10%, -0.7%, ., 1, ., -10%, -0.5%
N#Cc1ccccc1NC(=O)CSc1cn[nH]n1
  ., ., -0.4%, 0%, ., ., ., ., 1%, -0.6%
C/C(=N\Nc1nnc(C)c(=O)[nH]1)C(=O)O
  -0.07, 1492, 0.4%, 5%, 2.5%, 38%, 1, 43%, -2%, -0.3%
Cc1cc(OCC(=O)N2CCOCC2)c(C(C)C)cc1Cl
  0.48, 1244, -0.6%, 4%, -1.6%, 16%, 1.1, 20%, 1%, 0.0%
Fc1ccc(COc2cccc(CNCc3ccncc3)c2)cc1
  -2.2, 1169, -1.8%, 1%, -1.0%, -16%, 1.1, -5%, 0%, 0.1%
CCOC(=O)C(CC)Sc1cc(C)nc2ccc(OC)cc12 (stereo not given)
  -0.76, 1214, -0.3%, 28%, -1.2%, 4%, 1.1, 8%, 1%, -0.3%
C=CCc1ccc(OCCCCN2CC(C)CC(C)C2)c(OC)c1 (stereo not given)
  -0.76, 818, -1.3%, 0%, -1.2%, -6%, 1, 5%, -13%, -3.1%
COc1cc(C(=O)N/N=C/c2sc(N3CCOCC3)nc2-c2ccccc2)cc(OC)c1OC
  -1.6, 1128, 0.4%, 7%, 2.2%, -9%, 1.3, -1%, -1%, 1.8%
COc1ccc(-c2noc(C(C)n3nc(C)c([N+](=O)[O-])c3C)n2)cc1OC (stereo not given)
  0.48, 1406, -0.3%, 12%, -0.6%, 0%, 1, -10%, 3%, 0.0%
COc1ccccc1OCC(=O)NCc1ccco1
  0.71, 1258, -0.3%, 5%, -3.3%, -2%, 0.9, -2%, 10%, 0.0%
Cc1ccc(C)c(NC(=S)N2CCN(CCO)CC2)c1
  -0.11, 1156, 0.1%, -5%, -2.9%, -8%, 1.1, -3%, 6%, 2.9%
C#CCn1c(=NC(=O)c2cc(-c3cccs3)nc3ccccc23)sc2cc(S(N)(=O)=O)ccc21
  -1.6, 1846, 0.1%, 8%, 9.6%, -21%, 1, -3%, -1%, 58%
S=C(c1cccs1)N1CCCC1
  -0.16, 1250, 0.5%, 8%, ., 6%, 1.1, 5%, 3%, 1.6%
O=C(c1cc(-c2ccccc2)on1)N1CCc2ccccc2C1
  1.1, 1668, 0.0%, 6%, -1.0%, -9%, 1.1, -4%, -8%, 10%
O=C1CC(c2ccc(F)cc2)Cc2nc(N3CCc4ccccc43)ncc21 (stereo not given)
  -0.59, 1163, ., ., -0.8%, -2%, 1.2, 6%, ., .
COc1ccc(C(=O)NN2CC(O)=C(c3nc4ccccc4n3C)C2=N)cc1OC
  -0.29, 1512, -0.5%, 18%, -2.4%, -1%, 1.1, 13%, -14%, 2.5%
COc1ccc(C(=O)C2CCCN(C(=O)c3cccnc3OC)C2)c(C)c1 (stereo not given)
  0.89, 1524, -1.1%, 11%, 1.0%, -6%, 1.1, -1%, -11%, 1.3%
COc1ccccc1N(C(=O)CCl)c1cn(C(C)=O)c2ccccc12
  0.23, 744, -0.7%, 16%, ., ., ., ., -11%, 2.5%
Cc1nc(CCNC(=O)CC2C(=O)NCCN2Cc2ccccc2)sc1C (stereo not given)
  ., ., -0.1%, 2%, ., ., ., ., 6%, 0.8%
Nc1ccc2oc3ncccc3c(=O)c2c1
  0.21, 1265, 0.7%, 3%, -3.8%, 7%, 1.1, 11%, -5%, -0.6%
CCN(CC)CCCn1c(=S)[nH]c2ccc(Cl)cc2c1=O
  -0.01, 1879, -0.4%, 2%, -2.5%, 14%, 1, 11%, -5%, -1.7%
COC(=O)Nc1ccc(N2CCOCC2)c(S(=O)(=O)N2CCOCC2)c1
  ., ., 0.3%, 6%, ., ., ., ., 8%, 2.6%
CC1CN(C(=O)CSc2ncnc3sccc23)CC(C)O1 (stereo not given)
  1.2, 1904, -0.7%, -2%, -2.0%, 12%, 1.3, 14%, -1%, 1.9%
CNC(=O)Nc1ccc(Cl)cc1
  0.26, 1945, -0.2%, -1%, -1.7%, 12%, 1.1, 15%, 5%, -0.5%
Nn1c(Nc2ccccc2)nc2sc3c(c2c1=O)CCCC3
  -0.25, 1399, 0.2%, 0%, 0.1%, 18%, 0.9, 10%, 6%, 3.1%
COc1ccccc1CNC(=O)CSc1ccccc1
  0.16, 1600, 1.1%, 5%, -1.7%, -4%, 1.2, -1%, 0%, -1.2%
CC1CN(C(=S)Nc2ccc(Cl)cc2)CC(C)O1 (stereo not given)
  ., ., -0.8%, 10%, ., ., ., ., -1%, 12%
O=C1CCc2nc3ccccc3c(=O)n2N1
  0.56, 1243, -0.1%, 6%, -2.0%, 19%, 1.1, 21%, 7%, 1.0%
c1ccc(-c2nc3c([nH]2)CCc2nonc2-3)cc1
  0.38, 1239, -0.1%, 25%, -0.2%, -14%, 1.1, -11%, 0%, -1.7%
CCn1c(CNc2nc(-c3ccccc3)cs2)nnc1SCC(=O)NCc1ccco1
  1.1, 938, 0.2%, 27%, -1.7%, 25%, 1.1, 17%, 14%, .
CCOc1nc(Nc2ccc(OC)cc2OC)nc(OCC)n1
  ., ., -1.2%, 6%, ., ., ., ., -4%, 0.4%
COc1ccc(Cn2c(CCC(=O)Nc3ccc(C)cc3)nc3cccnc32)cc1
  -0.65, 964, -0.2%, 21%, 2.4%, 7%, 1.2, 7%, -11%, 4.5%
COc1ccccc1NC(=O)C(C)NS(=O)(=O)c1ccc(F)cc1 (stereo not given)
  -0.09, 1284, 0.1%, -2%, -1.1%, 4%, 1.1, 0%, 2%, 1.2%
CC(C)=C(NC(=O)c1ccccc1Br)C(=O)NCCc1nc2ccccc2[nH]1
  ., ., 0.0%, 13%, ., ., ., ., -1%, 1.5%
CCN(Cc1ccccc1)C(=O)C1CCN(Cc2ccc(SC)cc2)CC1
  -0.62, 1654, -0.6%, 24%, 2.0%, -1%, 1.1, 8%, -6%, -2.6%
Cc1cc(Cl)c(OCCCN(C)C)c(Br)c1
  -0.29, 1291, 0.2%, 5%, -2.0%, -7%, 1.1, 0%, 6%, -0.4%
O=C(NCc1ccc(Cl)cc1)c1ccc(-c2ccccc2C(F)(F)F)o1
  ., ., -0.5%, 6%, -0.4%, 2%, 0.9, -3%, -2%, 3.0%
O=C(COC(=O)C1CC(=O)N(Cc2ccccc2)C1)Nc1ccc2c(c1)OCO2 (stereo not given)
  ., ., -0.3%, 9%, 0.8%, 14%, 1, -2%, 4%, 0.0%
COc1ccc(/C=N/Nc2nc3ccccc3c(=O)n2-c2ccccc2)cc1OC
  ., ., 0.0%, 4%, -4.6%, 2%, 1.7, 20%, 1%, 1.1%
COc1ccc([N+](=O)[O-])cc1N(CC(=O)N1CCOCC1)S(C)(=O)=O
  1.4, 1370, 0.1%, 14%, -1.9%, 4%, 1, -10%, 0%, 0.7%
COc1ccccc1NC(=O)CS(=O)(=O)c1cn(CC(=O)N2CCCC2)c2ccccc12
  ., ., -0.2%, 3%, ., ., ., ., -3%, 2.4%
CCN(c1ccccc1)S(=O)(=O)c1ccc(Cl)c(NC(=O)CSc2n[nH]c(N)n2)c1
  0.28, 1379, -0.8%, 4%, -1.3%, 14%, 1.2, 13%, -7%, 7.8µM*
CCC1SC(N)=NC1=O (stereo not given)
  -0.36, 1332, 0.6%, 0%, 0.7%, -4%, 1, 0%, -12%, 0.9%
COc1ccc2nc(NC(=O)CCc3cc(OC)c(OC)c(OC)c3)sc2c1
  -0.86, 1233, 2.1%, -5%, -1.9%, 0%, 1.1, 1%, -6%, 2.1%
CC(Cc1ccccc1)NC(=O)c1ccc([N+](=O)[O-])cc1 (stereo not given)
  -0.44, 1337, -0.6%, 13%, 0.6%, -6%, 1.2, 2%, -10%, 0.4%
COc1cc(OC)c(C(=O)OCC(=O)NC2CCCC2)cc1OC
  ., ., -0.7%, 16%, ., ., ., ., -6%, 2.4%
COc1ccc(CNC(=O)Cn2cccc2C(=O)c2ccccc2C)cc1
  ., ., 0.2%, 11%, ., ., ., ., 0%, 2.0%
Cc1[nH]n(-c2cccc(Cl)c2)c(=O)c1C=NCc1ccco1
  0.26, 1361, -0.8%, 8%, -1.9%, 12%, 1, 4%, 2%, 1.6%
Cc1ccc(S(=O)(=O)N(C)C)cc1NC(=O)CN1C(=O)NC2(CCCCCCC2)C1=O
  ., ., 0.0%, -3%, ., ., ., ., 9%, 0.5%
O=C(Nc1cccnc1)C1CCC(CNS(=O)(=O)c2cccc3nsnc23)CC1 (stereo not given)
  -0.38, 988, 0.1%, 8%, ., ., ., ., 1%, 0.5%
CCOC(=O)C1CCN(C(=O)c2c(-c3c(Cl)cccc3Cl)noc2C)CC1
  0.31, 1278, -0.2%, 9%, -3.0%, 8%, 1.1, 9%, -5%, 0.2%
COc1ccccc1Cn1c(=O)c2ccccc2n2c(SCC(=O)N3CCCCC3)nnc12
  0.25, 1552, 0.2%, -1%&-3%, 3.3%, 6%, 1.1, 12%, -7%, 4.2%
COc1ccc(N2CC(C)Cn3c2nc2c3c(=O)n(Cc3ccccc3F)c(=O)n2C)c(OC)c1 (stereo not given)
  -0.29, 1149, 0.1%, 7%, -0.4%, 5%, 1.1, 11%, -3%, 3.2%
CCCn1c(Nc2ccc(Cl)cc2)nc2ccccc21
  1.3, 1371, -1.6%, -1%, -1.6%, -1%, 1.1, -1%, -12%, 4.6%

3 of the entries above in order of their number in Salmonella PhoP GFP, low to high:
| molecule | Salmonella PhoP GFP |
| --- | --- |
| CCCn1c(Nc2ccc(Cl)cc2)nc2ccccc21 | -12% |
| COc1cc(OC)c(C(=O)OCC(=O)NC2CCCC2)cc1OC | -6% |
| CCOC(=O)C1CCN(C(=O)c2c(-c3c(Cl)cccc3Cl)noc2C)CC1 | -5% |

Rows were taken by chance; overall some 1.5% were active at least once.
